# IP6K1 inh = blocks human inositol hexakisphosphate kinase 1; Q92551; IP6K1 kinase, ADP-Glo luminescence, 2 h; stronger effect = lower value; activity change, % (series mostly up to about 58 µM); actives 0.81% (n = 140,000); AID 1645851; in the data active = activity change below about -25%
# Target sequence (Q92551 whole entry, looked up): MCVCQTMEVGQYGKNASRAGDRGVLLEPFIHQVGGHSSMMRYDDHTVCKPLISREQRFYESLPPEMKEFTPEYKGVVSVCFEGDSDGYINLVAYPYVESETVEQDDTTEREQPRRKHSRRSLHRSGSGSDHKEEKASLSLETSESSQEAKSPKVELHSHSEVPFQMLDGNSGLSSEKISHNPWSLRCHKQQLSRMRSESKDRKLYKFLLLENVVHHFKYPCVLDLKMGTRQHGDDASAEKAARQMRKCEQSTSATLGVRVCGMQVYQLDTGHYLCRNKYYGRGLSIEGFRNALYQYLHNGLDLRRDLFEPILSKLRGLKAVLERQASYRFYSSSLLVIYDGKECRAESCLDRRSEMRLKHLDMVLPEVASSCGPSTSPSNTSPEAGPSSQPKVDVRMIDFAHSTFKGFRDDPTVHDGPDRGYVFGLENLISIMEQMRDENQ
#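 ADP-Glo luminescence measures ADP made by human IP6K1 during a 2 h RT reaction with ATP/IP6 (mix at 1.3 mM/130 uM); top library doses 57.5 and 19.1 uM final.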
# HEK293 tox = HEK 293 cell cytotoxicity; HEK 293 viability, ATP luminescence (CellTiter-Glo), 48-72 h; Potency, µM (series often up to 115 µM), for the others: at the highest dose activity change, negative = cytotoxicity, usual class: inhibitors; actives 6.6% (n = 94,000); note: potency is the fitted concentration of half-maximal effect; nearly all actives have a fitted effect of over 60% in size
#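 Luminescence from cellular ATP, measured with CellTiter-Glo, indicates HEK 293 viability. Cells plated at 250 cells/well are treated with compound for 48 or 72 hr at 37 degree Celsius before reagent addition.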
# SNCA viab count = reduces viability of HEK-293 SNCA reporter cells | HEK-293-SNCA-luc viability, GF-AFC fluorescence, 24 h | Potency, µM (titrated, usually from 57.1 µM), for inactives: top-dose activity change, negative = cytotoxicity, most hits filed as cytotoxic | actives 0.12% (n = 150,000) | AID 1671193;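 note: potency is the fitted concentration of half-maximal effect; 0% = DMSO-treated cells and -100% = medium-only wells without cells; nearly all actives have a fitted effect of over 30% in size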
#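 HEK-293-SNCA-luc cells (1500/well) plated 24 h, then exposed 24 h to a dilution series; GF-AFC added 30 min at 37C, fluorescence 405/540 nm; normalised to medium-only and DMSO wells, Hill fit.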
# GPT2 inh = blocks human glutamate pyruvate transaminase 2; Q8TD30; Recombinant GPT2, coupled pyruvate oxidase/HRP Amplex Red fluorescence; Potency, µM (titrated, usually from 57.7 µM), for inactives: at the top dose activity change, negative = inhibition, usual class: inhibitors; actives 0.25% (n = 100,000); AID 1671188; note: potency is the fitted concentration of half-maximal effect; nearly all actives have a fitted effect of over 60% in size; many of its hits are not listed in these tables
#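 Recombinant GPT2 (10ng/uL) with 250uM a-KG and 2mM L-alanine, 30 min at room temperature, in HEPES pH 7.5 buffer. Pyruvate detected by pyruvate oxidase/HRP/Amplex Red fluorescence after 30 min in the dark; AOA (50uM) as positive control.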
# 3T3 cytotox = kills NIH 3T3 cells; NIH 3T3 viability, CellTiter-Glo ATP luminescence, 48-72 h; Potency, µM (doses to about 96.7 µM), for the others: at the highest dose activity change, negative = cytotoxicity, hits mostly inhibitors; actives 4.3% (n = 94,000); note: potency is the fitted concentration of half-maximal effect; nearly all actives have a fitted effect of over 55% in size
#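 NIH 3T3 cells at 400 cells/well received 23 nL of compound by pintool and were incubated 48 or 72 h at 37 °C. Viability was read as ATP-coupled CellTiter-Glo luminescence.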
# SNCA expr inhib = reduces expression of the alpha-synuclein gene; HEK-293 SNCA-luciferase knock-in, luminescence, 24 h; Potency, µM (series often up to 57.2 µM), inactives show at the top dose activity change, negative = inhibition, hits mostly inhibitors; actives 0.17% (n = 140,000);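 note: potency is the fitted concentration of half-maximal effect; plate controls were DMSO cells for no effect and cell-free wells for full effect; nearly all actives have a fitted effect of over 45% in size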
# FLuc inh = Photinus pyralis luciferase inhibition; actives 2.5% (n = 76,000); AID 1347043; P08659; purified P. pyralis luciferase, luminescence, biochemical; Potency, µM (highest dose often 115 µM), for inactives: at the highest dose activity change, negative = inhibition, actives largely listed as inhibitors; note: potency is the fitted concentration of half-maximal effect; nearly all actives have a fitted effect of over 65% in size
# Target sequence (P08659 whole entry, looked up): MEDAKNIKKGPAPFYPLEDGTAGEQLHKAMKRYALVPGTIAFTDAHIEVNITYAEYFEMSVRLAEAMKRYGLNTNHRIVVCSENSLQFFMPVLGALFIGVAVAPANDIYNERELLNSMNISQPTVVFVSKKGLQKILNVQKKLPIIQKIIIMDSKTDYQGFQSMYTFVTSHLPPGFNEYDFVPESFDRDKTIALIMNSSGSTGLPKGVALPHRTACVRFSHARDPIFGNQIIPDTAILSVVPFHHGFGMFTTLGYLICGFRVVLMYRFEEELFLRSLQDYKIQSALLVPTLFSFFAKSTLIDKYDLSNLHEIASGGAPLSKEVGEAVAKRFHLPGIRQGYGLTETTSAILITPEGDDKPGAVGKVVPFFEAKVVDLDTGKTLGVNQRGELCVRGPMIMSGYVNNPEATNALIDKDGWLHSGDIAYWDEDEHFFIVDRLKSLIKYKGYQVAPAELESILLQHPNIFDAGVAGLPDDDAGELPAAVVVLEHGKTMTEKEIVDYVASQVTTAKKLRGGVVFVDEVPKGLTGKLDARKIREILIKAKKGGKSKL
#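 Cell-free enzyme assay, 10nM P. pyralis luciferase, luciferin and ATP each at 10uM. Inhibition profiled over a 6-point titration, read as luminescence.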
# An asterisk follows results filed as active; i = inactive; ? = inconclusive; . = not tested or not shown; [ ] = remark or other dose. Unless noted, calls come from the whole dose curve; as a rule, active = well fitted curve in the direction sought with a large enough effect; inconclusive = small, poorly fitted or top-dose-only effect, or another doubt; inactive = no such curve, though single readings can be large; an effect the other way counts as inactive or inconclusive. Unless noted, % is set by controls: 0 for no effect and ±100 for the full control effect. A portion of the library; rates above refer to the full screens.
SMILES,IP6K1 inh,HEK293 tox,SNCA viab count,GPT2 inh,3T3 cytotox,SNCA expr inhib,FLuc inh
O=C1NCCCCCCN(C(=O)CCc2ccccc2)[C@H]2CCCC[C@@H]12,4,-33%,2%,4%,-27%,-5%,4%
CCOC(=O)c1csc(NC(=O)Cn2nc3c(cc2=O)CCCC3)n1,2,1%,-14%,3%,i,4%,4%
O=C(C1CCCN1C(=O)Nc1ccccc1)N1CCC(N2Cc3cccn3C2=O)CC1 (stereo unspecified),10,-3%,0%,i,-23%,-13%,.
COc1ccc(-c2nc(C)c(CCNC(=O)c3c(F)cccc3F)s2)cc1,-4,.,-12%,.,.,124%[activator],.
CN(Cc1cccc(C(F)(F)F)c1)Cc1ccnn1C,16,-4%[230 µM],-7%[87.6 µM],?,-11%[174 µM],15%[87.6 µM],.
CC(C)CN1CCC[C@H]1c1nc(-c2ccnc(N3CCOCC3)c2)no1,0,89µM*,-11%[87.6 µM],2%[88.5 µM],?,1%[87.6 µM],-5%[172 µM]
CCC1CN(C(=O)N2CCC(C(=O)NCCN(CC)CC)CC2)c2ccccc2O1 (stereo unspecified),22,.,-13%,.,.,-5%,.
CN(C)c1ccc(CNC2(Cc3cc(-c4ccccc4)on3)COC2)cc1,19,89µM*,-9%[87.6 µM],i,-26%[174 µM],7%[87.6 µM],6%[172 µM]
COc1ccc(CN2CCC3(CC2)C(=NC2CCCCC2)NC(=O)N3c2cc(F)cc(F)c2)cc1,-8,-15%,3%,i,-17%,12%,.
Cc1cc(C(=O)N2CCC3(CC2)N=C(CC(C)C)NC3=O)c(C)o1,2,-5%,6%,i,-2%,-1%,-2%
NC(=O)COC[C@@H]1CN(CC2CCCCC2)C[C@H]1c1ccncc1,-7,?,1%,i,?,4%,-12%
CC1=NOC2(CCN(Cc3ccccc3)CC2)C1,-1,-3%[172 µM],-29%[87.6 µM],4%[88.5 µM],-27%[138 µM],13%[87.6 µM],-14%[172 µM]
CC(C)CCN1C(=O)CC[C@]2(C(=O)NCc3ccncc3)CCCC[C@@H]12,-6,-1%,2%,i,-21%,-4%,6%
CCOc1c(CNC(=O)C2CCN(C(=O)C3CCCC3)CC2)cccc1OC,15,-8%,-1%,-9%,-15%,-20%,8%
O=C1CCN(S(=O)(=O)c2ccccc2)CCCN(C(=O)CCc2nc3ccccc3[nH]2)CCN1,5,-11%,-5%,i,-17%,-1%,0%
CCCN(CCC)CC(O)Cn1cc(/C=C/C(=O)c2ccc(OC)cc2)c2ccccc21 (stereo unspecified),-4,.,-3%,.,.,?,.
COCc1nnc(NC(=O)Cn2nc3c(cc2=O)CCCCC3)s1,14,-7%,3%,-9%,-16%,12%,-8%
O=C(NCC1(COc2ccc(C(F)(F)F)cn2)C[C@@H](O)[C@@H](O)C1)c1ccc(F)cc1 (stereo partly specified),10,-14%,-13%,-9%,-11%,-14%,0%
COCCn1ncc(N2CCCC(CC(=O)NCc3ccccc3C)C2)cc1=O (stereo unspecified),2,4%,-9%,2%,-9%,-3%,0%
COc1ccc(-c2nnc([C@H]3CCN(C(=O)c4ccc(OC)c(OC)c4)C3)o2)cc1,8,?,-8%[87.6 µM],-6%[88.5 µM],?,8%[87.6 µM],1%[172 µM]
O=C1CCCCC(C(=O)NCCc2ccccc2)N1 (stereo unspecified),2,1%,-3%,1%,-9%,18%,-6%
COc1cc(=O)n2c(c1C(=O)Nc1ccc3c(c1)OCCO3)CCCC2,-10,?,-7%,i,5%,?,?
OC[C@@H](O)[C@@H](O[C@@H]1O[C@H](CO)[C@H](O)[C@H](O)[C@H]1O)[C@H](O)[C@@H](O)CO,5,.,0%[23.9 µM],?,.,17%[25.6 µM],.
COc1ccccc1-c1nn2c(=O)cc(CN3CCN(C(=O)Nc4ccc(C)cc4Cl)CC3)nc2s1,5,.,?,.,.,?,.
Cc1noc(C)c1S(=O)(=O)NC1CCc2nn(CC3CC3)c(=O)n2CC1 (stereo unspecified),-16,i,6%,-3%,1%,13%,8%

# Copied from above (4 entries):
SMILES,IP6K1 inh,HEK293 tox,SNCA viab count,GPT2 inh,3T3 cytotox,SNCA expr inhib,FLuc inh
CCOC(=O)c1csc(NC(=O)Cn2nc3c(cc2=O)CCCC3)n1,2,1%,-14%,3%,i,4%,4%
O=C(C1CCCN1C(=O)Nc1ccccc1)N1CCC(N2Cc3cccn3C2=O)CC1 (stereo unspecified),10,-3%,0%,i,-23%,-13%,.
COc1ccc(-c2nc(C)c(CCNC(=O)c3c(F)cccc3F)s2)cc1,-4,.,-12%,.,.,124%[activator],.
CN(Cc1cccc(C(F)(F)F)c1)Cc1ccnn1C,16,-4%[230 µM],-7%[87.6 µM],?,-11%[174 µM],15%[87.6 µM],.

# The list continues.
SMILES,IP6K1 inh,HEK293 tox,SNCA viab count,GPT2 inh,3T3 cytotox,SNCA expr inhib,FLuc inh
C[S+](=O)([O-])N1CCn2cc(C(=O)NCc3ccc(Cl)nc3)nc2C1,11,i,2%,i,-13%,?,.
Cn1ncc(N2CCC(C(=O)N3CCc4ccccc4C3)C2)cc1=O (stereo unspecified),-8,2%,-5%,1%,-13%,-13%,10%
COc1ccc(OC)c(NC(=O)CSC2=Nc3ccccc3C3=NC(CC(=O)NCc4ccco4)C(=O)N23)c1 (stereo unspecified),-25*,.,2%,.,.,-27%,.
COCCOCc1nc(C2CCCN2S(=O)(=O)Cc2ccccc2)no1 (stereo unspecified),-9,2%,2%,i,-9%,-25%,.
CC1=C[C@@H](CNS(=O)(=O)c2ccccc2)[C@H](C(C)C)C[C@H]1CC(=O)NCCN(C)C,-12,?,-1%,-1%,?,-17%,-4%
O=C(Nc1cccc(C(=O)OCc2cc(=O)n3nc(C4CC4)sc3n2)c1)c1ccccc1,46,.,4%,.,.,31%,.
O=C(c1cc2ccccc2[nH]1)N1CCC(c2noc(C3CC3)n2)C1 (stereo unspecified),4,?,-1%,-1%,?,81%[activator],28µM*
N#Cc1ccc(CN2CCCC3(CNc4ccccc4[S+](=O)([O-])N3)C2)cc1 (stereo unspecified),17,?,3%,1%,-23%,13%,1%
COc1ccc(CN2C(=O)c3ccccc3C2C(=O)NCCc2ccccc2)c(OC)c1 (stereo unspecified),-12,.,-25%,.,.,6%,.
O=C(CCC[C@@H]1[C@H]2CCCN3CCC[C@@H](CN1Cc1cccnc1)[C@@H]23)Nc1ccncc1,-17,-6%,-2%,i,i,-11%,10%
CC(=O)NCCC(=O)N1Cc2ccccc2CC2(CCCCN2CC2CCCC2)C1 (stereo unspecified),-7,-11%,5%,i,-15%,7%,.
COC1CCN(C(=O)C(C)(C)Oc2nn(CCOc3ccccc3)c3ccccc23)CC1,4,89µM*,-24%[87.6 µM],i,?,-23%[87.6 µM],-11%[172 µM]
Cc1cnc(CCNS(=O)(=O)c2ccccc2)n1CC1CC1,-5,-7%,17%,i,-6%,34%[activator],7%
CC(C)c1noc(-c2cn(C3CCCN(C(=O)c4ccc(C(C)(C)C)cc4)C3)nn2)n1 (stereo unspecified),11,?,-3%,?,-19%,?,-19%
COc1ccc(CCNC(=O)CN2C(=O)COc3ccc(S(=O)(=O)N4CCCC4)cc32)cc1OC,-2,.,?,.,.,50%[activator],.
COC(=O)c1cc(S(N)(=O)=O)ccc1OC,16,.,-2%[23.9 µM],1%,.,-37%[25.6 µM],.
O=C(CN1C(=O)C(c2ccc(F)cc2)=NC12CCCCCC2)Nc1ccc(F)c(Cl)c1,48,.,-22%,.,.,?,.
O=C(c1cncc(Br)c1)N1CCCCCC1c1nnc(-c2ccccc2)o1 (stereo unspecified),-9,-12%,-8%,3%,-5%,-24%,41%
COc1ccc(C2c3c(n(C)c4ccccc34)C(=O)N2CC(=O)Nc2ccc(C)cc2Cl)cc1 (stereo unspecified),17,.,3%,.,.,-23%,.
O=C(Nc1ccc(Cl)cc1Cl)c1cccn2nccc12,-8,-3%[172 µM],5%[87.6 µM],i,-16%[138 µM],57%[activator][87.6 µM],-9%[172 µM]
CC(=O)N1CC(CN2C(=O)c3c(c(C)nn3-c3ccccc3)C2C)C1 (stereo unspecified),16,?,.,.,-29%,.,.
CCc1ccccc1NC(=O)c1cnn2c(C(F)(F)F)cc(-c3ccc(OC)c(OC)c3)nc12,-6,.,27%,.,.,?,.
CCc1ccc(NC(=O)Cn2c(N(C)Cc3ccccc3)nc(C)cc2=O)cc1,5,35µM*,3%,i,?,-30%,8%
CN(C)C(=O)c1nc(-c2cccc(C(F)(F)F)c2)c2ccccn12,0,?,-15%[87.6 µM],i,?,11%[87.6 µM],1%[172 µM]
O=C(NC1CCOC2(CCOCC2)C1)c1cn(CCN2CCNCC2)nn1 (stereo unspecified),9,-14%,-3%,-20%,-16%,-4%,-11%

# Look-ups from the list:
# O=C1CCCCC(C(=O)NCCc2ccccc2)N1 (stereo unspecified) | 3T3 cytotox = -9%
# CC(C)c1noc(-c2cn(C3CCCN(C(=O)c4ccc(C(C)(C)C)cc4)C3)nn2)n1 (stereo unspecified) | 3T3 cytotox = -19%

# More structures
SMILES,IP6K1 inh,HEK293 tox,SNCA viab count,GPT2 inh,3T3 cytotox,SNCA expr inhib,FLuc inh
Cc1ccc(C(=O)NC2CCCN(c3cc(-c4ccc(F)cc4)[nH]n3)C2)cc1 (stereo unspecified),13,?,-8%,i,?,104%[activator],2%
Cc1c(NC(=O)Nc2ccc(F)c(Cl)c2)c(=O)n(-c2ccccc2)n1C,3,.,-1%,.,.,-16%,.
O=C(c1nnc(COc2ccc3c(c2)OCO3)n1-c1ccccc1)N1CCC[C@@H]1c1nc2ccccc2[nH]1,-6,?,-14%,0%,?,-28%,-8%
CNC(=O)[C@@H]1C[C@@H](O)CN1C1CCN(C(=O)CC2CCCCC2)CC1,9,-11%,-5%,-6%,-2%,-26%,6%
CN1Cc2ccc(Nc3ccccc3)nc2C(C)(C(=O)NCc2ccc3c(c2)OCO3)C1 (stereo unspecified),7,79µM*,-10%[87.6 µM],?,50µM*,-5%[87.6 µM],-13%[172 µM]
COC1OC(OC)C(O)(CCC2(C)C(C)CCC3(C)C2CC(O)C(O)C32CO2)C1O (stereo unspecified),8,.,-7%[23.9 µM],i,.,.,.
Cc1nc2c(c(NCCc3cnn(-c4ccccc4)c3)n1)CCNCC2,18,?,2%,-13%,?,4%,-11%
Cc1c(NC(C)C)c(=O)n(-c2ccccc2)n1C,8,.,-6%[23.9 µM],-79%,.,-6%[25.6 µM],.
CC(C)c1cc(C(=O)NCC2CCN(c3cnn(C)c(=O)c3)C2)n(C)n1 (stereo unspecified),12,-28%,-14%,i,?,-20%,3%
CC(C)COc1ccc(C(=O)N2CCCCC2CCN2CCCCC2)cc1 (stereo unspecified),-9,.,0%,.,.,-20%,.
Cc1noc(C)c1[S+](=O)([O-])NC1CCN(c2ccc3nnc(-c4ccccc4)n3n2)CC1,-14,?,.,.,?,.,.
CCn1c(CO)nnc1C1CC(NC(=O)Cc2c(C)n[nH]c2C)C1 (stereo unspecified),32,-1%,11%,-4%[11.5 µM],i,7%,-3%
